COUP-TFII inh = NR2F2 (human) inhibition, primary screen; 370,000 tested, 0.7% active; HEK293T NGFI-A luciferase reporter, luminescence; inhibition, % at 8.6 µM;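 active = inhibition above a per-plate cutoff, mean inhibition of test wells between control levels plus 3 SD, cut at about 38% in these data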;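 also: cells cotransfected with COUP-TFII expression vector driving the NGFI-A reporter; 0% = median of COUP-TF2 test wells and 100% = reporter-only cells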
SRC3 inh = human NCOA3 inhibition; Q9Y6Q9; HEK293 GAL4-SRC3 luciferase reporter, luminescence; inhibition, % at 3.6 µM; 360,000 tested, 0.17% active;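 active = inhibition above a per-campaign cutoff, the mean of all compounds plus 3 SD, cut at about 60% in these data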;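 also: 0% = DMSO-treated cells and 100% = gossypol-treated cells at 36 µM; higher means less SRC3-driven luciferase light from the GAL4 reporter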
TWEAK-Fn14 inh = inhibitors of TWEAK-Fn14 interaction signaling; 360,000 tested, 2% active; inhibition, % at 10 µM; TWEAK-stimulated Fn14 reporter cells, luciferase luminescence, 8 h; in the data active = inhibition above about 50%
TROY signal inh = TROY signaling inhibition; Q293 LMP1-TROYcd NF-kB luciferase reporter, 4 h; inhibition, % at 10 µM; 360,000 tested, 0.98% active;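 active = compounds whose plate-normalised and pattern-corrected inhibition of the luciferase reporter signal at the single screening dose is 50% or more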
TRAIL sens C8 = caspase-8 TRAIL sensitization. NB7+C8 cells + TRAIL, ATPlite viability luminescence. inhibition (viability loss, TRAIL sensitization), % at 10 µM. 360,000 tested, 1% active. AID 624354;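 active = compounds causing at least 50% loss of cell viability in the single-dose screen, relative to plate controls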
NR5A2 inv ag = NR5A2 inverse agonism in reporter assay; HEK293T StAR-luciferase reporter, LRH-1 transfected, 24 h; 360,000 tested, 0.13% active; inhibition, % at 3.6 µM; AID 602396;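 active = inhibition above the mean inhibition of all tested compounds plus 3 SD, cut at about 73% in these data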;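 also: 0% = DMSO wells and 100% = reporter-only cells lacking LRH-1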
EBV LMP1 NFkB = reduces LMP1-driven NF-kappaB luciferase signal; LMP1-induced NF-kappaB luciferase reporter cells, luminescence; inhibition, % at 12.5 µM; 350,000 tested, 0.69% active; AID 504558; in the data active = inhibition above about 41%;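 also: 0% = neutral control wells and 100% = reference inhibitor control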
CF NFkB inh = blocks PAF-induced NF-kB reporter in cystic fibrosis cells | KKLEB NF-kB-GFP reporter, GFP fluorescence overnight | inhibition, % at 5 µM | 360,000 tested, 0.86% active | AID 588850;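 active = at least 50% inhibition at 5 µM, scaled per plate between neutral and stimulator controls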;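 also: PAF is a Pseudomonas aeruginosa culture filtrate used as stimulus; plate controls were PAF-stimulated DMSO wells for no effect and unstimulated DMSO wells for full effect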
SRC2 inh = human SRC2 (NCOA2) inhibition. inhibition, % at 9 µM. HEK293 GAL4-SRC2 luciferase reporter, luminescence. 370,000 tested, 0.17% active. Q15596. AID 651957;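 active = inhibition above the mean inhibition of all tested compounds plus 3 SD, set per campaign, cut at about 52% in these data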;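 also: 0% = DMSO treated cells and 100% = cells given Gossypol at 36 µM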
SRC1 inh = inhibits human SRC1 coactivator. Q15788. HEK293 GAL4-SRC1 luciferase reporter, luminescence. inhibition, % at 3.6 µM. 360,000 tested, 0.12% active;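 active = inhibition above the campaign mean plus 3 SD, with each screening campaign given its own cutoff, cut at about 60% in these data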;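 also: 0% = DMSO treated cells and 100% = gossypol at 36 µM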
Target sequence (Q15788 whole entry, looked up, the tested form may be a part): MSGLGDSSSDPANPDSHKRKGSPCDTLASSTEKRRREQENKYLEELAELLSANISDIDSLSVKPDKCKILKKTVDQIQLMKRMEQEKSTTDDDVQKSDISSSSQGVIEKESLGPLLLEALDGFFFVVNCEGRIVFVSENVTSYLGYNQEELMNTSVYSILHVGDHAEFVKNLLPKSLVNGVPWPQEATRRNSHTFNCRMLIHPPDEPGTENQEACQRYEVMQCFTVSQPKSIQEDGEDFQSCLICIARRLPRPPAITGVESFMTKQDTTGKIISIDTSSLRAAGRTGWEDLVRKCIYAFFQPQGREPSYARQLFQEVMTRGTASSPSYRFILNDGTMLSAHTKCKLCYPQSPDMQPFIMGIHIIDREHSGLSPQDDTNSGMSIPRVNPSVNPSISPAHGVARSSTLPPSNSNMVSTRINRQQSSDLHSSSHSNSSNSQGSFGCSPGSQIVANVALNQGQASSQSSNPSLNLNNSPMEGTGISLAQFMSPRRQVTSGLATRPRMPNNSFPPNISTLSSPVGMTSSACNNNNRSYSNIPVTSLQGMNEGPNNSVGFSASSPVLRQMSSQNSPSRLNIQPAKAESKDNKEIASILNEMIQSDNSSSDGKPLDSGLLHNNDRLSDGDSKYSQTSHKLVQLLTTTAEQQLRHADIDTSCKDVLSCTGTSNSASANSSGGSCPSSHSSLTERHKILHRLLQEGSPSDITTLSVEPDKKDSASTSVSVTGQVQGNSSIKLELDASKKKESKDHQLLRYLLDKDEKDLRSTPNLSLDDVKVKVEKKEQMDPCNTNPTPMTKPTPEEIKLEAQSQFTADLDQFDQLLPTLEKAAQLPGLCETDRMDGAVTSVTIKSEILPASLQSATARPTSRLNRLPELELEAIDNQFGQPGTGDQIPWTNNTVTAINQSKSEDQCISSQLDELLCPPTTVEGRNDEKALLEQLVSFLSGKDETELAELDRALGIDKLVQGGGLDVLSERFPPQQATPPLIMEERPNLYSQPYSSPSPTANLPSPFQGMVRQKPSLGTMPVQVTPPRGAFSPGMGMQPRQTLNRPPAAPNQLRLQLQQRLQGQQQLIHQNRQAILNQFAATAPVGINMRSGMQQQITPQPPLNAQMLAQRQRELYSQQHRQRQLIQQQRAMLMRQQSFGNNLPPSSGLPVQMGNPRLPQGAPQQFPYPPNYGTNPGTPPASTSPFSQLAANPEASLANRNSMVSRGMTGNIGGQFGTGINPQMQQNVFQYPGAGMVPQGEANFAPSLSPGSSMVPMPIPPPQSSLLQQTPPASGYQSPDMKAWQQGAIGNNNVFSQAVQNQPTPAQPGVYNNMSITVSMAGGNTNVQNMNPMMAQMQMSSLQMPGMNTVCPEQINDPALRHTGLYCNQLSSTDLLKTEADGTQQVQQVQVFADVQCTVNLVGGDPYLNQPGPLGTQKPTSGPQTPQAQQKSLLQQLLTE
KKLEB cytotox = CF airway cell cytotoxicity counter-screen; KKLEB CF airway cells viability, ATPlite luminescence, overnight; active compounds read low; cells stimulated with P. aeruginosa culture filtrate; activity change (cytotoxicity), % at 5 µM; 360,000 tested, 0.36% active; AID 602141;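 active = corrected activity change at or below -50% at 5 µM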
Numbers without * were called inactive; . = no result given.

SMILES	COUP-TFII inh	SRC3 inh	TWEAK-Fn14 inh	TROY signal inh	TRAIL sens C8	NR5A2 inv ag	EBV LMP1 NFkB	CF NFkB inh	SRC2 inh	SRC1 inh	KKLEB cytotox
Cc1ccc(-c2ccc(=O)n(CC(=O)NCCN(C)C)n2)cc1	0	-6	-7	-5	11	-2	-5	6	5	5	4
CN(C)c1ncnc2c1ncn2[C@H]1CN(C2CCCC2)C[C@@H](CO)O1	-5	1	-3	-5	-10	-4	.	-42	-20	9	8
Cc1cc(Br)cc(Cl)c1OC(=O)c1ccncc1	-28	11	-4	9	-5	11	-2	-11	0	-2	6
O=[N+]([O-])c1cc(-c2ccc(/C=N\n3cnnc3)o2)cc([N+](=O)[O-])c1	-3	-13	-5	0	-1	18	-4	-45	-14	-6	11
CC(C)OCCCn1c(=O)c2ccccc2n2c(CCC(=O)N3CCN(c4ccccn4)CC3)nnc12	6	0	26	29	4	6	-7	8	15	29	-1
Cc1ccc(NC(=O)CSc2ccc(-c3ccccn3)nn2)c(C)c1	21	-8	-2	16	3	18	0	2	-7	-1	-8
COc1cc(C2=NOC(C(=O)NC3CCCCC3)C2)cc(OC)c1OC (stereo unspecified)	10	14	7	8	-13	1	5	-4	33	3	-4
CC(=O)c1ccc(OC2(C)CCN(Cc3ccc(OC(F)(F)F)cc3)C2)cc1 (stereo unspecified)	8	-20	-15	19	0	-7	.	-20	38	9	-9
Cc1ccc(C(=O)COC(=O)CCC(=O)Nc2cccc(Cl)c2)cc1[N+](=O)[O-]	5	-6	-17	-13	-14	-2	-5	3	-24	-3	-4
Cc1c(C(=O)CN2CCOCC2)[nH]c2ccccc12	-2	18	18	-1	-14	1	-13	-14	10	-4	5
O=C(CCNC(=O)c1ccccc1)NC1CCCc2ccccc21 (stereo unspecified)	-25	-3	7	-14	4	-1	-1	-14	-5	8	0
COc1ccc(-c2cc(C(F)(F)F)nc(NC3CCCC3)n2)cc1OC	-1	7	0	13	0	34	-3	38	-11	12	-13
CCC(C)[C@H](NC(=O)c1cc2cc(Cl)ccc2n1C)C(=O)N1CCC[C@H]1C(=O)O (stereo partly specified)	-13	4	-11	10	0	21	-4	1	-5	4	3
CC(C)CC(=O)N1CCN(Cc2ccccc2Cl)CC1	-15	-3	-5	-11	-2	-39	7	8	10	-6	4
CC(CSC(=O)c1ccccc1)C(=O)N1c2ccccc2CC1C(=O)O (stereo unspecified)	5	-2	-2	-9	-2	15	.	-21	-5	-24	-2
O=S(=O)(c1cccc2nsnc12)N1CCN(c2ccc(F)cc2)CC1	-1	23	1	-7	7	10	2	10	-11	6	1
O=C(CN1CC(c2ccccc2)CC1=O)OCc1cccc(Br)c1 (stereo unspecified)	7	4	4	-2	-23	16	4	10	3	2	10
COC(=O)CSc1nccc(-c2ccc(F)cc2)c1C#N	11	5	-38	-16	-9	-19	-8	6	-46	-12	9
O=C(NCc1cccnc1)c1cc(C2CCCCN2C(=O)CCCc2ccccc2)on1 (stereo unspecified)	-3	-7	5	9	2	14	.	-55	6	-2	28
CN1C2=NCCN2C(=O)c2ccccc21	12	21	8	5	30	27	-5	8	-5	-10	-6
Cc1cccc(NC(=S)NC2CC3CCC(C2)N3Cc2ccco2)c1 (stereo unspecified)	-4	4	-8	-3	0	8	-11	0	-5	-23	1
CC1CNC(=S)N(c2ccccc2)C1=O (stereo unspecified)	-13	7	14	-2	1	18	2	-12	-16	-9	-1
CCOC(=O)c1cnc2c(ccc3ccccc32)c1NCCCN(C)C	-40	-8	-70	-103	10	-17	-72	4	-44	-18	-26
CCOC(=O)C1(C)CCCN(C(=O)c2ccccc2F)C1 (stereo unspecified)	-17	4	11	5	-10	-9	.	-6	-4	11	-6
NNC(=O)CNC(=O)Nc1n[nH]c(=S)s1	-2	-22	-16	2	-8	-12	.	-22	-40	12	14

Additional compounds
SMILES	COUP-TFII inh	SRC3 inh	TWEAK-Fn14 inh	TROY signal inh	TRAIL sens C8	NR5A2 inv ag	EBV LMP1 NFkB	CF NFkB inh	SRC2 inh	SRC1 inh	KKLEB cytotox
CCCC(C(=O)NC1CCCC1)N(CC1CCCO1)C(=O)CNS(=O)(=O)c1ccccc1 (stereo unspecified)	2	-17	21	23	-11	19	-4	6	2	-7	1
S=C(NCc1ccc(Cl)cc1)NCc1ccco1	-9	-23	-1	-6	-19	-2	-1	-3	-14	-39	12
COCC(=O)N1CCC(Oc2ccc(C(=O)NCCc3ccncc3)cc2)CC1	12	1	-12	-5	-9	3	2	9	-9	-14	-1
CCOCCCN(C(=O)c1ccco1)C(C(=O)NC1CCCC1)c1ccc(OC)cc1 (stereo unspecified)	5	3	18	-1	-15	15	2	0	3	-23	-2
CC(C)(C)CN1CCNC(=O)C1CC(=O)NCc1cccc(-n2cccn2)c1 (stereo unspecified)	-14	12	0	-29	0	4	-1	-11	16	-5	-2
C/C=C(\CS(=O)(=O)c1ccccc1)S(=O)(=O)c1ccccc1	-3	-4	4	10	0	-16	-13	31	-3	-12	-18
Brc1ccc(CN2CCN(Cc3c[nH]c4ccccc34)CC2)cc1	-3	13	9	9	3	24	-3	-4	9	-15	4
CCCN1C(=O)N(C)C(N(O)C(=O)NC)C1(C)C (stereo unspecified)	-2	8	-16	-6	-15	9	-4	-1	0	-9	3
COc1ccc(N2CC(C(=O)Nc3nnc(SCC(=O)NC4CCCC4)s3)CC2=O)cc1 (stereo unspecified)	1	-6	4	-10	-4	11	2	31	-10	-17	-22
Cc1cc(Cl)ccc1OC(C)C(=O)Nc1ccc(S(=O)(=O)Nc2cnc3ccccc3n2)cc1 (stereo unspecified)	-8	2	-12	29	-10	12	2	-23	8	-2	-1
Cc1ccc(-c2noc(CCCC(=O)NC3CCCC3)n2)cc1	48*	29	32	23	-2	19	10	-10	53*	5	11
COc1ccc(N2CCN(/C(=N\S(=O)(=O)c3ccc(C)cc3)Nc3nc(C)cc(C)n3)CC2)cc1	-1	8	0	-23	-7	-15	1	-4	-10	-28	5
CCOc1ccc(C2C3=C(CC(C)(C)CC3=O)N(CC(=O)O)C3=C2C(=O)CC(C)(C)C3)cc1OCC	-2	8	2	14	-5	-2	8	9	-9	1	11
CC(=O)Oc1ccc(C(=O)Nc2ccc3c(c2)OCCO3)cc1	-61	-124	32	28	47	-100	16	10	-82	-111	6
Cc1ccc(CNC(=O)CN2C(C)CCCC2C)cc1 (stereo unspecified)	-3	9	2	2	-8	14	1	11	-5	-8	-3
CSc1nsc(NN)n1	-29	-62	-28	-53	14	-30	-10	13	-62	-69	-10
O=c1cc(CN2CCN(S(=O)(=O)c3cccc(Cl)c3)CC2)c2ccc(O)cc2o1	8	-22	-11	13	20	0	-3	24	-20	-7	0
CCOC(=O)C1CCCN(C(=O)CSc2ccc(Br)cc2)C1 (stereo unspecified)	.	4	-9	21	0	-12	1	-22	.	-16	-7
O=C(CNS(=O)(=O)c1ccc(Br)s1)NCC1COc2ccccc2O1 (stereo unspecified)	7	13	18	-14	6	2	-4	9	17	-2	-2
COc1cccc(-c2ccc(NC(=O)C3CCCN(Cc4ccco4)C3)cc2)c1 (stereo unspecified)	-10	-23	1	-15	6	-16	-7	24	-43	-23	-20
O=[N+]([O-])c1ccc(-c2ccc(/C=N/O)o2)cc1	-3	-60	0	-57	2	-10	.	-26	-38	-40	0
Cc1cc(C)c(S(=O)(=O)NC2CCN(Cc3ccccc3)CC2)c(C)c1	1	2	-17	12	6	19	-1	-5	-14	-30	0
NC1=NC(=O)C(Cc2ccc(OC(F)(F)F)cc2)S1 (stereo unspecified)	-1	1	20	0	-1	-19	7	-2	-6	-7	7
O=C(CCS(=O)(=O)c1ccc(Br)s1)NC1CCCCCC1	-4	3	-3	-17	10	9	8	4	-6	-8	1
CCOC(=O)C1=CCN(S(=O)(=O)c2ccccc2F)C1c1ccc(Cl)cc1 (stereo unspecified)	1	-3	9	2	6	-21	.	-5	24	-2	-4

Remaining list, next part:
SMILES	COUP-TFII inh	SRC3 inh	TWEAK-Fn14 inh	TROY signal inh	TRAIL sens C8	NR5A2 inv ag	EBV LMP1 NFkB	CF NFkB inh	SRC2 inh	SRC1 inh	KKLEB cytotox
COc1ccc(-c2cc(C)no2)cc1S(=O)(=O)N1CCN(c2cccc(C)c2)C(C)C1 (stereo unspecified)	52*	5	39	27	20	13	17	14	18	0	4
COc1ccc(CCNC(=O)c2ccc3c(c2)NC(=O)CS3)cc1OC	9	-16	-6	-21	10	14	1	22	-14	-11	5
CCN1C[C@@H]2[C@@H]3C(=O)N(C)C(=O)[C@@H]3[C@](Cc3ccccc3)(C1=O)N2C(=O)c1ccc(C(C)(C)C)cc1	-8	-6	6	2	-2	-3	-4	4	-12	-13	29
COc1ccc(CC(=O)Nc2ccccc2C(C)=O)cc1S(=O)(=O)N1CCOCC1	10	5	17	-24	-4	26	0	19	-2	2	-17
C=CCn1c(Cc2ccc(OC)cc2)nnc1SCC(N)=O	8	11	-7	18	10	-13	-7	-4	-18	-30	-10
CCCOC(=O)c1sc2nc3c(cc2c1N)C(=O)CCC3	-13	-12	-15	-28	3	-24	-39	-7	-1	-24	8
COc1ccc(Nc2nc(-c3ccccc3)nc3ccccc23)cc1	-20	15	6	15	7	28	4	-38	-33	10	0
CC(=O)NCCc1ccc(C(=O)Cn2cnc3ccccc3c2=O)cc1	-31	-20	15	-14	8	11	-4	-5	-33	-35	-3
NC(=O)c1ccc(NC(=O)c2cnc3ccccc3n2)cc1	-35	-54	-4	-39	-10	-93	-41	-16	-82	-77	10
COc1ccc(CNC(=O)C2Cc3c(-c4cccc(C(C)=O)c4)ccnc3O2)cc1OC (stereo unspecified)	-6	-2	32	10	10	-1	.	-30	-26	-4	-5
NC[C@H]1O[C@@H](n2ccc(N)nc2=O)[C@H](O)[C@@H]1O	-5	25	-1	-3	2	33	.	-24	-15	1	0
Nc1ncnc2c1ncn2[C@@H]1O[C@H](CNC(=O)[C@@H]2C[C@H](F)CN2)[C@@H](O)[C@H]1O	3	-4	-19	1	-1	-22	7	-4	-9	6	-4
CC1CC(C)(C)NC(=S)N1CCCC(=O)NCc1ccccc1 (stereo unspecified)	7	19	15	14	4	13	-8	-10	5	5	-4
CCOc1ccc(CCNC(=O)Cn2c(-c3nonc3N)nc3ccccc32)cc1OCC	-3	10	4	-1	4	14	-3	16	5	6	5
COc1cc2[nH]c3c(OC)ncnc3c2cc1OC	-6	-22	12	-11	-9	2	6	3	-27	3	-19
Cc1ccc(CN2CCN(Cc3cc(=O)c4ccccc4[nH]3)CC2CCO)o1 (stereo unspecified)	10	16	3	-6	3	3	-5	-6	-6	-12	1
COc1cc(/C=N/NC(=O)c2[nH]nc3c2CCc2ccccc2-3)ccc1O	4	17	27	3	1	-22	7	-49	-6	17	8

Three of the entries above in order of their number in SRC1 inh, falling.
structure | COUP-TFII inh | SRC3 inh | TWEAK-Fn14 inh | NR5A2 inv ag | EBV LMP1 NFkB | CF NFkB inh | SRC2 inh | SRC1 inh
Cc1ccc(NC(=O)CSc2ccc(-c3ccccn3)nn2)c(C)c1 | 21 | -8 | -2 | 18 | 0 | 2 | -7 | -1
COc1cccc(-c2ccc(NC(=O)C3CCCN(Cc4ccco4)C3)cc2)c1 (stereo unspecified) | -10 | -23 | 1 | -16 | -7 | 24 | -43 | -23
S=C(NCc1ccc(Cl)cc1)NCc1ccco1 | -9 | -23 | -1 | -2 | -1 | -3 | -14 | -39

Compound activity (PubChem BioAssay)
